RPL19A-GFP yeast: yeast TOR pathway RPL19A-GFP modulation. S. cerevisiae RPL19A-GFP strain, flow cytometry, 3 h; stronger effect = lower value. percent response vs DMSO, % at 10 µM. 0.3% of 330,000 active. AID 2025;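 active = percent response vs DMSO below 50%; inconclusive = fewer than 70 events counted for the yeast strain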;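 also: median channel GFP fluorescence of the barcoded RPL19A-GFP strain; ratio of sample median GFP to plate DMSO average so 100% = DMSO; lower means less RPL19A-GFP as with rapamycin TOR inhibition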
AHR act: activates the human aryl hydrocarbon receptor; P35869; AHR-responsive luciferase reporter cells, luminescence; activation, % at 5 µM; 2.5% of 320,000 active; in the data active = activation above about 47%;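 also: 0% = vehicle wells and 100% = reference agonist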
Yeast superoxide: caloric restriction mimetics inhibiting age-related superoxide in yeast | superoxide response (% of plate mean), % at 10 µM | 0.18% of 330,000 active | S. cerevisiae aged cells, superoxide DHE fluorescence; stronger effect = lower value;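 active = superoxide response under a set limit, about three screen SD below normal, cut at about 65% in these data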;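 also: yeast aged for seven days with compound at 30 °C before DHE staining; 100% = average MFI of all compound-treated wells on the plate with controls excluded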
proCasp3 act: activators of human procaspase-3 | recombinant procaspase-3 D3A, Ac-DEVD-pNA absorbance 405 nm | activation, % at 8.5 µM | AID 463141 | 0.11% of 330,000 active | P42574;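 active = activation above the mean of all tested compounds plus 3 SD, cut at about 21% in these data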;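 also: 0% = DMSO alone and 100% = DMSO wells spiked with extra 5 µM PC-3 D3A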
Target sequence (P42574 whole entry D9A/D28A/D175A): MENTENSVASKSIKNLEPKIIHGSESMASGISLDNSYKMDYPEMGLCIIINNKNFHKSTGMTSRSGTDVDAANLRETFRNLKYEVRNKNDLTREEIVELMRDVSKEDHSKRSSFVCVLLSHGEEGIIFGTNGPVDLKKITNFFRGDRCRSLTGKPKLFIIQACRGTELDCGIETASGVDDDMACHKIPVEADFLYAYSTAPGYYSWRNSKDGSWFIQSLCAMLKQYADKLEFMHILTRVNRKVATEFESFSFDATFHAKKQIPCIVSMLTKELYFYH
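Test system: Procaspase-3 D3A mutant, all three cleavage aspartates alanine | Dosing: Single dose, 8.5 µM nominal compound, 0.8% DMSO | Schedule: 1 h preincubation, 2 h reaction | Technique: 405 nm absorbance of p-nitroaniline, reads at 0 and 120 min | Repeats: One well per compound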
MEP2-GFP yeast: alters MEP2-GFP fluorescence in TOR pathway yeast screen | S. cerevisiae MEP2-GFP strain, flow cytometry GFP, 3 h; 100% = DMSO control level | GFP response vs DMSO, % at 10 µM | 0.51% of 330,000 active;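 active = GFP response versus DMSO above a set limit, roughly screen mean plus 3 SD, cut at about 180% in these data; inconclusive = fewer than 70 cells counted for a yeast strain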;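 also: median GFP fluorescence of the barcode-gated MEP2-GFP cells per well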
proCasp7 act: counter-screen: procaspase-7 (human) activation; activation, % at 8.5 µM; recombinant procaspase-7, Ac-DEVD-pNA absorbance 405 nm; D23A/D198A/D206A triple mutant, cannot self-cleave; scale: DMSO 0, 5 µM enzyme 100; P55210; 0.093% of 330,000 active; AID 463210;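 active = percent activation above the screen-wide mean plus 3 SD, cut at about 25% in these data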
Target sequence (P55210 whole entry D23A/D198A/D206A): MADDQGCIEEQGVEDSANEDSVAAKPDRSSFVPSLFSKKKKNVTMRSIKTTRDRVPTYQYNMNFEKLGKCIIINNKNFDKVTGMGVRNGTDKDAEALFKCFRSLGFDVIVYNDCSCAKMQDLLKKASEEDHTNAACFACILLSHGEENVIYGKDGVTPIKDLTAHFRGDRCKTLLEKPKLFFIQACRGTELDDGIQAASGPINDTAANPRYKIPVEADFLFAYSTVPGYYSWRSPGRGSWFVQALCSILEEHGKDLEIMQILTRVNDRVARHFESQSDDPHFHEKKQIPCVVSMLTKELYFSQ
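System: Uncleavable procaspase-7 mutant enzyme; Amount: 2 µM procaspase-7 mutant as dispensed; Schedule: 1 h compound preincubation, 2 h substrate cleavage, 25 °C; Measured by: 405 nm absorbance of p-nitroaniline; Evaluation: percent activation from buffer-corrected 0–120 min absorbance change; Control set: low DMSO alone, high DMSO plus 5 µM PC-7.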
GASC-1 inh: inhibitors of human GASC-1 (JMJD2C) demethylase. Q9H3R0. GST-JMJD2C(1-420) H3K9me3 demethylation, DELFIA europium. inhibition, % at 2.35 µM. 0.069% of 330,000 active;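 active = more than half of a compound's replicate wells show inhibition beyond 50%, single wells judged on their own value; inconclusive = some, but no more than half, of replicates pass 50% inhibition; inactive = no replicate passes 50% inhibition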;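 also: signal counts dimethyl H3K9 product captured on neutravidin plate; 0% = median of DMSO wells and 100% = 0.3 times that DMSO median; strong numbers were not always called active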
Target sequence (Q9H3R0 1-420 limits assumed): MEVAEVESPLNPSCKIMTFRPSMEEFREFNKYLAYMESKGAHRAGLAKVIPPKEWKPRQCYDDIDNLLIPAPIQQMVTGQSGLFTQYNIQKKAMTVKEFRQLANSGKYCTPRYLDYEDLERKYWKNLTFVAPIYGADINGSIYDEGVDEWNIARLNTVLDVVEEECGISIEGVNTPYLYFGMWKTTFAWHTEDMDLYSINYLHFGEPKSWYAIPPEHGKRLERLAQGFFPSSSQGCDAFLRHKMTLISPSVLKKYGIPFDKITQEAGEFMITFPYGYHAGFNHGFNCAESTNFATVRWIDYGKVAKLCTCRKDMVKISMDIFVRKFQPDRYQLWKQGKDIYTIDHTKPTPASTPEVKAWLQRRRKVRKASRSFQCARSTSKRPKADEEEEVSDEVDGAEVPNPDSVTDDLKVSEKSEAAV
LAP4 TOR yeast: yeast TOR pathway LAP4-GFP modulation. 0.34% of 320,000 active. GFP response vs DMSO, % at 10 µM. S. cerevisiae LAP4-GFP multiplex, flow cytometry GFP, 3 h; median GFP as percent of DMSO wells. AID 2023;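 active = GFP response vs DMSO above a set limit, about the screen mean plus 3 SD, cut at about 150% in these data; inconclusive = under 70 cell events counted for the yeast strain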
Numbers without * were called inactive; ? = inconclusive; . = no result given; [ ] = another dose, or the depositor's remark.

Compound,Yeast superoxide,RPL19A-GFP yeast,proCasp3 act,MEP2-GFP yeast,proCasp7 act,LAP4 TOR yeast,GASC-1 inh,AHR act
COc1ccc(NC(=O)C2CCN(S(=O)(=O)c3cccc4cccnc34)CC2)cc1OC,95.6,100.7,-0.5,94.0,-3.3,94.5,0.6,1.5
CCC(Sc1nc2sc(C(=O)OC)c(C)c2c(=O)n1N)C(=O)N(CC)CC (stereo not drawn),99.4,103.2,2.7,100.3,0.4,94.8,5.8,-2.0
O=C(Nc1cccc(NC(=O)c2sc3ccccc3c2Cl)c1)c1ccco1,110.6,83.6[may fluoresce violet],-3.0,?,10.9,?,-7.4,-1.6
COc1ccc(-c2cn(CCO)c(-c3ccc(Cl)nc3)n2)cc1,96.5,101.3,-1.2,101.7,7.2,95.9,5.3,44.7
O=[N+]([O-])c1cc(C(F)(F)F)ccc1Sc1nccn1Cc1ccccc1,92.8,104.1,5.7,97.4,5.5,89.2,7.8,-0.5
Cc1cc(C)nc(N2CCC(C(=O)O)CC2)n1,98.4,100.3,6.8,104.6,5.2,97.9,-5.8,1.3
COc1ccc(OC)c(C(=O)COC(=O)c2cccnc2Cl)c1,83.9,87.0,3.1,81.0,12.4,111.3,2.2,0.2
O=C(CNS(=O)(=O)c1ccc(C(=O)N2CCCCC2)cc1)N1CCCCC1,106.8,98.8,-0.6,92.3,5.5,94.5,-27.7,0.7
COc1cc(CNC2CCCCC2)c(Br)cc1OC1CCCC1,96.0,105.2,-1.6,110.4,2.9,96.1,-10.8,1.1
O=C1CC(c2ccc(F)cc2)Cc2nc(N3CCN(c4ccccc4)CC3)ncc21 (stereo not drawn),112.3,97.8,-3.3,95.0,0.1,100.1,-1.9,0.1
COC(=O)Cc1cc(=O)[nH]c(/N=C(\N)Nc2ccc(C)cc2C)n1,113.2,87.3,0.4,94.1,4.5,85.5,-3.6,10.9
COc1ccccc1C(=O)NCC(=O)N/N=C/c1ccncc1,88.4,107.0,10.5,105.6,7.7,94.0,-4.1,15.5
CCCN(CCC)CCNC(=O)c1cc2c(-c3ccccc3F)nn(C)c2s1,77.5,97.6,4.0,100.5,10.2,99.9,-1.9,46.0
CCc1ccccc1NC(=O)N[C@H](C(=O)O)C(C)C,99.7,102.8,2.9,109.4,7.1,106.3,-7.1,-0.7
Cc1ccc(-n2c(SCC(=O)O)nc3sc4c(c3c2=O)C(C)CCC4)cc1 (stereo not drawn),120.6,96.2,7.2,98.0,12.5,112.3,4.5,0.3
COCCCNC(=O)c1ccc(CS(=O)(=O)c2ccccc2C)o1,98.5,90.4,5.2,93.3,2.7,88.6,-29.1,0.9
CN(C(=O)COC(=O)c1nc(Cl)ccc1Cl)c1ccccc1,97.3,99.9,3.7,93.8,8.2,98.1,-0.2,0.0
COCC(=O)Nc1ccc(N2CCOCC2)c(S(=O)(=O)Nc2ccccc2OC)c1,112.0,99.2,-3.8,99.1,-25.2,101.8,-3.7,-0.5
CCNc1nc(C#N)nc2c1ncn2-c1cc(F)cc(F)c1,98.5,99.5,1.4,97.1,9.5,105.5,-1.2,4.4
C=CC#CC1(O)CC(C)[N+](C)(C)CC1C (stereo not drawn),95.1,100.2,2.2,99.0,-1.5,108.1,14.5,1.7
CCN(CCNC(=O)c1ccc2nc(-c3ccccc3NC(C)=O)c(=O)[nH]c2c1)c1ccccc1,119.7,100.1,-5.0,102.5,4.1,101.3,15.5,23.0
CCOc1ccc(CCNC(=O)c2cc(C)nc3ccccc23)cc1OCC,83.4,108.0,-2.4,107.6,10.5,103.4,4.6,9.0
COC(=O)c1ccc(CSc2nnc(-c3ccncc3)o2)o1,105.0,97.5,-10.0,94.2,-7.6,90.6,8.2,2.3
Cc1cc(NC(=O)CCC(=O)N(Cc2ccco2)C(C(=O)NC2CCCCC2)c2cccs2)no1 (stereo not drawn),105.2,96.8,-4.0,102.0,5.4,94.6,-15.0,-0.2
CC(NC(=O)c1ccc(S(=O)(=O)Nc2ccccc2Cl)cc1)c1ccncc1 (stereo not drawn),104.0,94.1,1.4,99.6,-2.5,97.2,4.3,0.5
CCOC(=O)C(NC(C)=O)(Nc1ccc(S(=O)(=O)Nc2ccncn2)cc1)C(F)(F)F (stereo not drawn),96.1,102.4,-4.5,100.7,1.4,99.2,4.5,0.9
COc1ccccc1NS(=O)(=O)c1cccc2nsnc12,102.5,99.7,4.2,99.2,16.1,103.9,-4.0,2.3
CC1CC(C)CN(C(=O)c2ccc(N3CC4CC(C3)c3cccc(=O)n3C4)c([N+](=O)[O-])c2)C1 (stereo not drawn),119.5,106.0,-1.5,104.5,-5.8,85.1,-5.6,-0.1
CCn1c(SCC(=O)Nc2ccc3c(c2)OCO3)nnc1-c1ccccc1O,92.0,98.2,1.8,101.5,5.8,99.3,153.4,2.4
COc1ccc(CC(=O)NCC2CCCN(Cc3ccc(F)c(OC)c3)C2)cc1 (stereo not drawn),92.4,106.8,12.6,110.4,-10.5,98.6,-13.5,0.2
O=C(Cn1cncn1)NCCC(c1ccccc1)c1ccccc1,86.5,95.6,5.3,102.4,2.5,104.7,44.4,1.6
Fc1ccc(CSc2nc3ncccc3[nH]2)cc1,98.2,103.7,-8.0,102.9,-8.1,110.9,10.1,3.2
O=C(CCC1CCCCC1=O)c1ccccc1 (stereo not drawn),99.7,94.1,2.2,91.9,2.5,87.3,3.9,-2.0
OCc1cn(-c2ccccc2)nc1-c1ccc(-c2nn(-c3ccccc3)cc2CO)cc1,94.2,102.2,-2.3,110.3,2.8,104.6,-9.6,2.6
COc1ccc(C(Nc2ccccn2)c2c(NC(=O)c3ccco3)sc(C)c2C)cc1OC (stereo not drawn),98.0,107.8,-1.5,108.5,-3.8,89.2,0.5,16.9
CC(C)P(=O)(c1cccc(C(=O)O)c1)C(C)C,98.7,102.9,15.2,103.0,-5.0,93.4,-104.2,-1.4
Nc1c(C=C2C=CC(=O)C=C2)c(=O)nc2snc(SCc3ccccc3)n12,98.3,103.7,-6.3,104.2,-13.7,104.3,-0.5,8.6
CCc1ccc2c(c1)C(c1ccc([N+](=O)[O-])cc1)=NNC(c1ccc(C)cc1)=N2,104.7,94.4,1.9,92.9,1.4,104.2,5.2,6.6
CCNc1nc(OC)nc(Oc2ccc(C(=O)OC)cc2)n1,92.8,95.5,-0.3,97.5,6.4,.,7.2,2.1
COc1ccc(S(=O)(=O)Nc2ccc(Cc3ccncc3)cc2)cc1C,113.2,93.7,8.1,101.3,-2.6,104.5,3.9,1.9
O=C(NCCc1ccccc1)c1nnc(CS(=O)(=O)c2ccccc2)o1,98.8,91.1,6.8,99.2,3.8,105.9,3.0,0.0
O=c1[nH]c2ccc(NS(=O)(=O)c3ccc([N+](=O)[O-])cc3)cc2[nH]1,146.1,94.9,-9.8,98.1,-4.9,97.2,-27.4,4.2
CC1(C)CC(=O)C2=C(C1)NC1=C(C(=O)c3ccccc31)C2c1cccnc1 (stereo not drawn),104.7,101.8,-3.5,101.2,4.7,96.1,2.8,-0.1
Cc1ccc(S(=O)(=O)N2CCN(C(=O)CC(C)C)CC2)cc1,102.0,89.6,-2.5,87.0,2.6,112.5,-2.3,-1.5
O=C(CCn1c(=O)sc2ccccc21)NCc1cccs1,88.3,95.5,-3.0,95.3,0.8,95.2,5.9,-1.9
COc1ccccc1NC(=O)CSc1nnc(C)o1,101.3,99.2,2.7,102.3,-5.3,103.0,0.5,0.7
Cc1ccc(C)c(NC(=O)CSc2c(C)n[nH]c2C)c1,97.0,102.5,-1.1,110.6,3.9,105.2,0.1,3.5
CCC(C)(C)NC(=O)C(c1ccc(C)cc1)N(Cc1ccco1)C(=O)CCC(=O)Nc1nccs1 (stereo not drawn),92.7,97.0,-1.6,94.4,4.4,95.6,7.6,-0.9
Cc1[nH]c2c(C)cccc2c1CCNC(=O)C1CCCCC1C(=O)OCC(F)(F)F (stereo not drawn),97.3,105.1,2.9,110.2,-8.6,96.4,-14.8,26.4
Nc1cccc(CCc2nc3ccccc3[nH]2)c1,84.0,97.8,-1.7,99.7,3.5,88.6,-7.3,6.7
CC(C)Cn1c(-c2ccco2)csc1=Nc1cccnc1,102.2,101.1,-8.1,103.1,-31.1,88.5,-7.5,4.4
CC1=C(C(=O)Nc2ccccc2)C(c2ccc(C)o2)n2c(s/c(=C/c3ccccc3)c2=O)=N1 (stereo not drawn),99.3,91.4,-0.9,92.8,-3.2,89.3,12.2,-2.3
CCN(CC)S(=O)(=O)c1ccc(N2CCCC2)c(NC(=O)Cc2ccccc2)c1,39.7*,99.6,-6.8,95.5,0.4,99.0,1.2,2.7
CN1C2=NCCN2C(=O)c2cc(Cl)ccc21,100.5,99.8,2.4,95.0,-4.0,96.6,5.2,59.1*
COc1ccc(C(=O)NC(=S)NCc2cccnc2)cc1Br,75.0,100.3,3.5,100.4,-10.6,96.1,24.3,50.8*
CCC1CCc2sc(C(=O)NNC(=S)NCC3CCCO3)cc2C1 (stereo not drawn),110.8,89.7,11.9,92.8,-4.3,87.8,.,9.3
Cc1cnc(NC(=O)CSc2nc3ccccc3c(=O)[nH]2)s1,99.4,98.2,0.9,100.1,-2.2,89.2,3.5,25.6
CC(C)NC(=O)NS(=O)(=O)c1cnccc1N1CCCCC1,82.2,101.4,-2.8,102.5,1.4,89.9,-4.3,0.5
CC(C)c1cc(N2CCOCC2)n2ncc(-c3ccccc3)c2n1,93.8,110.0,.,111.2,.,99.5,-1.6,.
COc1ccc(N2C(=O)c3ccccc3S2(=O)=O)cc1,106.1,101.4,1.4,110.8,-1.6,104.6,-0.2,0.1

Entries of single compounds from above. Order of screens: Yeast superoxide	RPL19A-GFP yeast	proCasp3 act	MEP2-GFP yeast	proCasp7 act	LAP4 TOR yeast	GASC-1 inh	AHR act
`CC(C)c1cc(N2CCOCC2)n2ncc(-c3ccccc3)c2n1` across the screens: 93.8	110.0	.	111.2	.	99.5	-1.6	.
`CCN(CC)S(=O)(=O)c1ccc(N2CCCC2)c(NC(=O)Cc2ccccc2)c1` across the screens: 39.7*	99.6	-6.8	95.5	0.4	99.0	1.2	2.7
`CN1C2=NCCN2C(=O)c2cc(Cl)ccc21` across the screens: 100.5	99.8	2.4	95.0	-4.0	96.6	5.2	59.1*
`Cc1[nH]c2c(C)cccc2c1CCNC(=O)C1CCCCC1C(=O)OCC(F)(F)F` (stereo not drawn) across the screens: 97.3	105.1	2.9	110.2	-8.6	96.4	-14.8	26.4
`COc1ccc(C(=O)NC(=S)NCc2cccnc2)cc1Br` across the screens: 75.0	100.3	3.5	100.4	-10.6	96.1	24.3	50.8*
